FLuc modulator = qHTS profiling assay for firefly luciferase inhibitor/activator using purifed enzyme and Km concentrations of substrates (counterscreen for miR-21 project) | 360,000 tested, 6.9% active | Luciferin 4-monooxygenase (Photinus pyralis), P08659 | purified FLuc, Km substrates, luminescence inhibition | Potency, µM (highest dose often 57.5 µM), without a hit: at the top dose activity change, negative = inhibition, hits mostly inhibitors;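 further: plate controls were vehicle for no effect and reference inhibitor for full effect; nearly all actives have a fitted effect of over 55% in size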
Target sequence (P08659 whole entry, looked up): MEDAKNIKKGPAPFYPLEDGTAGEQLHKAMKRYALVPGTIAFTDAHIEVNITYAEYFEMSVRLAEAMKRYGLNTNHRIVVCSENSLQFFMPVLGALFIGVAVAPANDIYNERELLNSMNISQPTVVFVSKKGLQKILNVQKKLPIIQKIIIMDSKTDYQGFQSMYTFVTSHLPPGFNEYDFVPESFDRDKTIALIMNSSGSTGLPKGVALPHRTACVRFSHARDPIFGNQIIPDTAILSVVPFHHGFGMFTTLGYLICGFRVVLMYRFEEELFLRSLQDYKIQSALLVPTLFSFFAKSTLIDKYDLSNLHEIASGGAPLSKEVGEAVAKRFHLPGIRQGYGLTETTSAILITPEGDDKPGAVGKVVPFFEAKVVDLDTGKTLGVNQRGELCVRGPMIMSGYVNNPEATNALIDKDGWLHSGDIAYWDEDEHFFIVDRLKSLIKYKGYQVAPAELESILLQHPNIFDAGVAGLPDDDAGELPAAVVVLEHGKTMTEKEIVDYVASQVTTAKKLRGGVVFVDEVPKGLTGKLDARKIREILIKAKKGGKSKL
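Purified P. pyralis luciferase, 10 nM final, with Km-level 10 uM D-luciferin and 10 uM ATP in 50 mM Tris acetate pH 7.5, 10 mM Mg acetate, 0.01% Tween-20, 0.05% BSA; 6-point qHTS titration about 60 µM downward; luminescence read.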
Rab9 prom act = qHTS Assay for Rab9 Promoter Activators | Huh7 Rab9 promoter-luciferase reporter, luminescence, 24 h | Potency, µM (highest dose often 9.22 µM), without a hit: at the top dose activation, negative = inhibition, most hits filed as activators | 320,000 tested, 2.8% active; further: % of control where 0% means no effect; nearly all actives have a fitted effect of over 60% in size
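Stable Rab9-luc Huh7, 1500 cells/well, 2 h settle; cmpd in DMSO, 24 h, 37 °C/5% CO2; luciferase reagent 10 min RT; luminescence.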
BRCA1 expr up = qHTS Assay to Identify Small Molecule Activators of BRCA1 Expression | MCF7-BRCA1-FFLuc reporter, luminescence, 48 h; response scale: scaled: vehicle 0%, 10 µM genistein 100% | Potency, µM (series often up to 46.1 µM), without a hit: at the top dose activation, actives largely listed as activators | 380,000 tested, 1.1% active | AID 624202, 2012; further: nearly all actives have a fitted effect of over 80% in size; some results filed as inactive show a strong effect at the top dose
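Luminescence from a BRCA1-driven firefly luciferase in MCF7 cells was the read-out, taken 15 min after substrate addition following 48 h compound exposure at 37 °C. Data were normalized to a 10 microM genistein control and DMSO vehicle.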
p53 reactivator = qHTS assay for re-activators of p53 using a Luc reporter; 320,000 tested, 0.063% active; Potency, µM (highest dose often 92.2 µM), for inactives: at the top dose activity change, positive = activation, usual class: activators; H1299 p53-A138V BP100-luciferase reporter, luminescence, 24 h; further: % of control where 0% means no effect; nearly all actives have a fitted effect of over 45% in size
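H1299 (p53-null), stable ts p53-A138V + BP100-Luc; 1000 cells/well, Opti-MEM/10% FBS; cpd 4 pt, 1:5; 24 h, 37 deg C, 5% CO2; detection reagent 10 min RT; luminescence.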
Gal4-VP16 FLuc = VP16 counterscreen qHTS for inhibitors of ROR gamma transcriptional activity; Drosophila S2 Gal4-VP16 UAS-luciferase, luminescence, 20 h; Potency, µM (series often up to 53.6 µM), inactives show top-dose activity, negative = inhibition, actives largely listed as inhibitors; 310,000 tested, 3.5% active; AID 2546, 2010;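 further: Gal4-VP16 expression switched on by copper sulfate through the metallothionein promoter; on the % scale 0 is the no-effect control and ±100 the full control effect; nearly all actives have a fitted effect of over 50% in size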
NPC1 prom act = qHTS Assay for NPC1 Promoter Activators. Huh7 NPC1 promoter luciferase reporter, 24 h. Potency, µM (titrated, usually from 9.22 µM), inactives show at the highest dose activation, hits mostly activators. 320,000 tested, 2.4% active;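 further: % of control where 0% means no effect; nearly all actives have a fitted effect of over 60% in size; reporter is driven by a mutant NPC1 promoter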
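In 1536-well qHTS, Huh7 cells harboring an NPC1 promoter–luciferase construct received compound for 24 h; activation was quantified by luminescence following luciferase reagent addition.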
ELG1 genotox = qHTS screen for small molecules that induce genotoxicity in human embryonic kidney (HEK293T) cells expressing luciferase-tagged ELG1; 330,000 tested, 1.3% active; AID 504466, 2011; HEK293T ELG1-luciferase reporter, luminescence, 16 h; Potency, µM (doses to about 46 µM), without a hit: at the top dose activity change, positive = activation, actives largely listed as activators; further: % of control where 0% means no effect; nearly all actives have a fitted effect of over 60% in size
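Reporter readout depends on ELG1 protein level, which increases with genetic stress. After 16 hr compound exposure at 37 °C, luciferase activity was quantified using ONE-Glo.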
MBNL1-CUG inh = qHTS Assay for Inhibitors of MBNL1-poly(CUG) RNA binding | TR-FRET MBNL1-His/biotin-(CUG)12 binding, 665/545 ratio | Potency, µM (highest dose often 57.5 µM), without a hit: at the highest dose activity change, negative = inhibition, most hits filed as inhibitors | 280,000 tested, 0.036% active | AID 2675, 2010; active means well fitted inhibition curve with a large enough effect in the signal ratio, with a control signal flat, not every such curve was filed as active; inconclusive means small, poorly fitted or top-dose-only effect, or effect the other way, or a change in a side signal; inactive means no such curve, though single readings can be large or run the other way; the % refers to the signal ratio; further: on the % scale 0 is the no-effect control and ±100 the full control effect
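His-tagged MBNL1 binding to biotinylated (CUG)12 RNA was measured by TR-FRET using terbium anti-His antibody (0.055 ng/ul final) and streptavidin-XL665 (5 nM final). Compounds were titrated 92 nM to 58 uM; 60 min at room temperature.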
uPA generation = qHTS for Inhibitors of Cell Surface uPA Generation; cell surface uPA generation assay, qHTS; Potency, µM (top dose mostly 38.3 µM), for the others: at the highest dose activity change, negative = inhibition, usual class: inhibitors; 330,000 tested, 0.31% active; AID 540303, 2011; active means well fitted inhibition curve with a large enough effect; inconclusive means small, poorly fitted or top-dose-only effect; inactive means no such curve, though single readings can be large or run the other way; tested in mouse RAW 264.7 cells; further: on the % scale 0 is the no-effect control and ±100 the full control effect; nearly all actives have a fitted effect of over 55% in size
RORgamma inh = qHTS for inhibitors of ROR gamma transcriptional activity; Nuclear receptor ROR-gamma (Mus musculus), P51450; Drosophila S2 Gal4-RORgamma UAS-luciferase reporter, 20 h; Potency, µM (titrated, usually from 53.6 µM), for the others: at the highest dose activity change, negative = inhibition, usual class: inhibitors; 310,000 tested, 5.4% active; AID 2551, 2010; further: on the % scale 0 is the no-effect control and ±100 the full control effect; nearly all actives have a fitted effect of over 60% in size
Target sequence (P51450 whole entry, looked up, the tested form may be a part): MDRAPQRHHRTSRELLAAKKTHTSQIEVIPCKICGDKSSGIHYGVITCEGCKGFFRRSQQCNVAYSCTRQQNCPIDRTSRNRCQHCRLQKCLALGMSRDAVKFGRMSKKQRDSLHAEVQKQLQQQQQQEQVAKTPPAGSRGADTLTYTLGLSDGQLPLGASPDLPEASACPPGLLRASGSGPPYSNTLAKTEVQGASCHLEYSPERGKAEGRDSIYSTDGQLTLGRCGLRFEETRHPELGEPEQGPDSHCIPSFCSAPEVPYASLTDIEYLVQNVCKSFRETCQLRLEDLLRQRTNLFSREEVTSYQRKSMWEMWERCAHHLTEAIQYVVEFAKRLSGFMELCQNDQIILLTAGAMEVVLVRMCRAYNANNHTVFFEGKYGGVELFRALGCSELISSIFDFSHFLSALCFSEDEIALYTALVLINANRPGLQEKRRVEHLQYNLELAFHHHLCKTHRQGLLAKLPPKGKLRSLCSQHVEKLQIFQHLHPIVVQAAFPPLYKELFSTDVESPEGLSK
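Using a luciferase readout, inhibitors were identified by reduced reporter activity in Drosophila cells coexpressing a copper-inducible Gal4–ROR gamma fusion and UAS-driven Photinus luciferase, incubated 20 hr after 700 uM copper sulfate.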
* = called active by the depositor; ? = inconclusive; / = no result given; [ ] = another dose, or the depositor's remark. Unless noted, the call rests on the fitted dose curve; in most records, active means well fitted curve in the direction sought with a large enough effect; inconclusive means small, poorly fitted or top-dose-only effect, or another doubt; inactive means no such curve, though single readings can be large; an effect the other way counts as inactive or inconclusive. Potency means the concentration at half of the fitted maximal effect.

Value order – FLuc modulator	Rab9 prom act	BRCA1 expr up	p53 reactivator	Gal4-VP16 FLuc	NPC1 prom act	ELG1 genotox	MBNL1-CUG inh	uPA generation	RORgamma inh
COc1ccc2cc(C(=O)NCc3ccccc3)c(=Nc3ccc(C(=O)O)cc3)oc2c1
  -17%	-2%	0%	4%	?	2%	18%	-1%	-5%	?
CCN(CC(=O)NCc1ccc(Cl)cc1)C(=O)c1cc(OC)cc(OC)c1
  3%	-11%	-7%	-3%	-2%	0%	0%	-12%	2%	14%
Cn1c(CCC(=O)OCC(=O)Nc2ccc(Oc3ccccc3)cc2)nc(=O)c2ccccc21
  -5%	-5%	32%	0%	0%	-6%	5%	2%	1%	-6%
COC(=O)Cc1[nH]n(-c2ccccc2)c(=O)c1C(C)=Nc1ccccc1
  ?	3.2µM*	0%	8%	-8%	?	10%	9%	7%	-2%
COc1cc(NC(=O)CSc2nc3ccccc3c(=O)n2C)ccc1NC(=O)c1ccco1
  5%	-1%	5%	17%	-22%	-2%	2%	2%	/	-26%
Cn1c2ccc(F)cc2c2nnc(NN)nc21
  -10%	-2%	-64%	-1%	-5%	-4%	-13%	?	2%	-5%
COc1ccc(C(=O)N2CCCC(c3nc(-c4ccc(OC)c(OC)c4)no3)C2)c(OC)c1 (stereo not drawn)
  -10%	-1%	-29%	2%	2%	-5%	-2%	1%	1%	35%
O=C(Oc1c(-c2ccccc2)c(=O)n2c3c(cccc13)CC2)c1ccco1
  1%	4%	0%	4%	-13%	1%	-3%	-2%	2%	8%
COc1ccccc1C(=O)NNC(=O)c1ccc2ccccc2c1
  12µM*	5%	-1%	15%	14%	1%	9%	5%	?	-26%[1.91 µM]
CCn1nnnc1SCC(=O)N1CCOCC1
  3%	1%	0%	7%	-8%	1%	4%	-3%	4%	-1%
O=C(N/N=C/C1CC2CCC1C2)c1ccc2c(c1)OCO2 (stereo not drawn)
  13µM*	3%	31%	16%	9%	-5%	1%	6%	-1%	-7%
O=C(O)C(Cc1ccccc1)NS(=O)(=O)c1ccc(Cl)cc1 (stereo not drawn)
  0%	-4%[1.84 µM]	6%	-6%	-4%	-3%	-1%	-3%	7%	3%
Cc1ccccc1OCCCn1c(CO)nc2ccccc21
  15µM*	5%	48%	10%	-7%	1%	-6%	2%	2%	-30%
Cc1ccc(F)cc1NC(=O)c1sc2ncn(CC(=O)N3CCN(c4ccccn4)CC3)c(=O)c2c1C
  0%	-6%	-17%	-3%	4%	1%	-8%	42%[activator]	23%	-2%
CS(=O)(=O)N1CCN(c2ccc(NC(=O)CSc3nnc(-c4ccco4)o3)cc2)CC1
  -2%	2%	-5%	-3%	-7%	-3%	1%	-8%	-1%	-20%
Cc1ccc(NC(=S)NCc2ccc(S(N)(=O)=O)cc2)c(C)c1
  -1%	0%	2%	1%	-7%	-6%	-1%	-14%	1%	19%
CC(C)N(CCC#N)C(=O)Nc1ccc2c(c1)CCO2
  -3%	1%	15%	0%	2%	-3%	1%	/	3%	16%
COc1ccc2c(c1)cc(C(=O)N[C@@H](CCSC)C(=O)N1CCC(C(=O)O)CC1)n2C
  -5%	2%	29%	2%	4%	-4%	0%	-4%	-1%	25%
Cc1nc(S/C(=C/c2ccc(-c3ccc(C(=O)O)cc3)o2)C(=O)O)n[nH]1
  ?	2%	9%	5%	-7%	0%	1%	/	8%	-13%
CCOC(=O)c1c(NC(=O)C2CCN(S(=O)(=O)c3ccc(Cl)cc3)CC2)sc2c1CCCC2
  0%	-9%	-29%	4%	-5%	-3%	-3%	-19%	5%	-7%

An excerpt from above in order of the uPA generation value, highest first:
SMILES | uPA generation
CC(C)N(CCC#N)C(=O)Nc1ccc2c(c1)CCO2 | 3%
Cc1ccccc1OCCCn1c(CO)nc2ccccc21 | 2%
COc1ccc2c(c1)cc(C(=O)N[C@@H](CCSC)C(=O)N1CCC(C(=O)O)CC1)n2C | -1%

(listing goes on)
Value order – FLuc modulator	Rab9 prom act	BRCA1 expr up	p53 reactivator	Gal4-VP16 FLuc	NPC1 prom act	ELG1 genotox	MBNL1-CUG inh	uPA generation	RORgamma inh
CCCNC(=O)NS(=O)(=O)c1cnccc1Sc1ccc(Cl)cc1
  -1%	-3%	-10%	-4%	-7%	-7%	7%	-14%	-2%	13%
O=C(NC1=NCCS1)Nc1ccccc1
  9.5µM*	1.4µM*	?	3%	?	1.4µM*	?	3%	-8%	?
COc1ccc(N2CCCC2)c(NC(=O)c2ccc(Br)o2)c1
  4%	0%	-57%	5%	-3%	0%	-9%	3%	-1%	20%
O=C(Cc1cccs1)Nc1nnc(SCc2ccc(Br)cc2)s1
  17µM*	-1%	1%	-2%	-12%	-1%	3%	2%	-3%	-25%
C=C(C)c1cccc(C(C)(C)NC(=O)NCCCN2CCCC2=O)c1
  1%	0%	0%	-2%	-12%	5%	-1%	-5%	9%	1%
CC/C(=N/NC(=O)CNc1ccc(Cl)cc1C)c1ccccc1
  0%	-2%	-12%	13%	-20%	-5%	5%	8%	4%	-33%
Cc1ccc(NC(=O)CSc2nnc(-c3cnccn3)n2Cc2ccco2)cc1C
  -2%	-5%	0%	-8%	9%	-4%	-4%	64%[activator]	11%	-12%
COC(=O)Cc1ccc(NC(=S)N2CCCCC2C)cc1 (stereo not drawn)
  4.8µM*	18%	25%	2%	-1%	10%	10%	1%	/	-24%
CCOC(=O)C1CCN(C(=O)COC(=O)CSc2ccc(C(N)=O)cc2[N+](=O)[O-])CC1
  5%	1%	-4%	5%	-5%	0%	0%	?	2%	-24%
COc1ccc(C(=O)COC(=O)c2nn(C)cc2Cl)cc1
  17µM*	22%	43%	27%	?	24%	?	-2%	1%	0%
CC(=O)NC(Cc1c[nH]c2ccccc12)C(=O)NCc1ccco1 (stereo not drawn)
  0%	3%	21%	2%	10%	0%	-1%	5%	1%	-45%
CN1CCN(C(=S)NC(=O)c2ccco2)CC1
  -2%	-4%	-2%	4%	14µM*	-1%	0%	3%	6%	3.5µM*
COc1ccc(/C=C/C(=O)N(C)Cc2cccs2)cc1S(=O)(=O)N1CCOCC1
  -3%	20%	-9%	-1%	20%	1%	0%	14%	-1%	22%
CC(NC(=O)Cc1ccccc1[N+](=O)[O-])c1ccccc1 (stereo not drawn)
  -1%	0%	/	-6%	2%	-1%	-4%	1%	/	25%
COc1ccc(C2CC(c3cccs3)=Nc3ccccc3S2)cc1OC (stereo not drawn)
  ?	22%	-5%	?	?	7%	1%	-4%	2%	-13%
COc1cc(OC)cc(C(=O)N[C@H](C(=O)NCc2cccs2)C(C)C)c1
  -1%	-4%	-15%	-4%	-16%[10 µM]	-6%	-6%	-4%	0%	-18%
COc1cc(-n2c(-c3ccccc3)n[nH]c2=S)c(OC)cc1Cl
  -14%	1%	-12%	-3%	-8%	2%	0%	12%	0%	5µM*
CCCC(=O)Nc1ccc(Cl)c(NC(=O)C(C)(C)C)c1
  -1%	/	-12%	/	-1%	/	/	-9%	/	-8%
Cc1cc(C(=O)OCC(=O)Nc2ccccc2)c(C)o1
  ?	-3%	22%	0%	3%	-2%	1%	-6%	1%	19%
O=C(Cn1cnc2c(cnn2-c2ccc(F)cc2)c1=O)N1CCN(c2ccccc2)CC1
  -1%	-6%	-20%	5%	-3%	6%	-2%	0%	7%	?

Carrying on.
Value order – FLuc modulator	Rab9 prom act	BRCA1 expr up	p53 reactivator	Gal4-VP16 FLuc	NPC1 prom act	ELG1 genotox	MBNL1-CUG inh	uPA generation	RORgamma inh
COc1ccc(CNC(=O)c2coc(=O)c3ccccc23)cc1
  -10%	11%	1%	5%	6%	-2%	-3%	2%	-2%	5%
Cc1ccc(-n2c(SCC(=O)OC(C)C)nnc2-c2ccccn2)cc1
  -2%	5%	-1%	-6%	6%	-2%	-3%	-3%	/	-7%
OCCSc1nncn1/N=C/c1c[nH]c2ccccc12
  ?	13%	-23%	11%	-1%	0%	8%	-3%	4%	42%
COc1cccc(C(c2c(C)[nH]n(-c3ccccc3)c2=O)c2c(C)[nH]n(-c3ccccc3)c2=O)c1OC
  -18%	3%	-16%	-3%	4%	0%	3%	/	0%	-7%
COc1ccc(C2c3ccc(O)cc3Oc3ncn(CCCO)c(=N)c32)cc1OC (stereo not drawn)
  -1%	-8%	-22%	-2%	-12%	-2%	1%	1%	2%	-20%
S=C(NCc1ccco1)NCC1CCCO1 (stereo not drawn)
  -1%	1%	20%	-1%	6%	1%	1%	-3%	-1%	-38%
CCOC(=O)c1nn(-c2ccccc2F)c(-c2ccccc2)c1C(=O)c1ccccc1
  1%	0%	-16%	1%	?	-4%	-4%	-13%	-6%	-20%
CCOC(=O)N1CCC(N2CCN(S(=O)(=O)c3ccc(NC(C)=O)cc3)CC2)CC1
  2%	-2%	-8%	-4%	17%	2%	-3%	-4%	10%	24%
CCN(CC(=O)Nc1ccccc1OC)C(=O)c1cccc(-n2cccc2)c1
  -2%	-3%	-27%	-7%	-8%	2%	-7%	2%	14%	15%
